FN deposit inh: fibronectin deposition inhibition; AH1F fibroblasts, Alexa488-fibronectin deposition fluorescence, overnight; inhibition, % at 12.6 µM; actives 0.086% (n = 350,000);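 active = mean inhibition across replicates of 30% or more, regardless of how many single replicates reach that level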;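 also: positive control wells lacked labelled fibronectin entirely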
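Assay system: AH1F fibroblasts / Quantity: 10000 cells per well / Medium: DMEM plus 2% serum, read in PBS / Reagent: labelled fibronectin 24 nM / Dosing: single dose, pinned / Times: 1 h cell attachment, overnight exposure to compound and label / Signal: fluorescence, ex 485 nm, em 525 nm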
C2C12 statin: suppression of simvastatin myotoxicity | C2C12 myotubes + simvastatin, ATP luminescence, 48 h; scaled: DMSO 0, geranylgeraniol control 100 | rescue of ATP level, % at 7.49 µM | actives 0.78% (n = 330,000) | AID 602340;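 active = mean ATP rescue above about 67%, or every replicate alone reaching that limit, limit read from the data, passing the limit was not always enough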;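 also: myotubes were challenged with 10 µM simvastatin during compound exposure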
LGR2 inh: blocks bursicon-induced cAMP signaling via Drosophila LGR2; actives 0.35% (n = 380,000); HEK293 LGR2, CRE-luciferase, bursicon-stimulated, 4 h; inhibition, % at 9.99 µM;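 active = drop in luminescence signal, shown as inhibition above about 50% in the replicate tests, limit read from the data, passing the limit was not always enough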;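 also: agonist challenge used bursicon conditioned medium at about half maximal strength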
CASP6 VEID inh: inhibitors of human caspase-6 | P55212 | purified caspase-6, Z-VEID-R110 cleavage fluorescence | inhibition, % at 12.5 µM | actives 0.53% (n = 350,000) | AID 686996;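 active = mean inhibition across replicates at least about 35%, with every replicate also reaching that limit, limit read from the data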;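 also: 0% = median of neutral control wells and 100% = no fluorescence left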
Target sequence (P55212 24-179 limits assumed): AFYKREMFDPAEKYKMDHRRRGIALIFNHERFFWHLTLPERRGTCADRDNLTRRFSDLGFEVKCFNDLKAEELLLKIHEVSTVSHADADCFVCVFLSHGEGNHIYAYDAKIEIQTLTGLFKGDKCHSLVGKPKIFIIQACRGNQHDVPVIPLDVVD
Target sequence (P55212 194-293 limits assumed): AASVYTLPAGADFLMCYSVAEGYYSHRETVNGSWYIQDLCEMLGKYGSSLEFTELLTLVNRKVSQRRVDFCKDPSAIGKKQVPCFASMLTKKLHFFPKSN
S100A4 MyoIIA: inhibitors of human S100A4 binding to myosin IIA peptide. inhibition, % at 10.7 µM. actives 0.14% (n = 360,000). AID 652163. S100A4/TAMRA-MyoIIA peptide fluorescence polarization;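 active = mean inhibition of at least 70% across replicates, with every replicate also reaching that level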
Target sequence (P26447 whole entry, looked up): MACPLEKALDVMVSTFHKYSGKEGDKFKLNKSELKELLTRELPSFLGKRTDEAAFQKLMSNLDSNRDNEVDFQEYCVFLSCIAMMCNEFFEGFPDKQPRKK
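Material: human S100A4 monomer with TAMRA-labelled myosin IIA peptide; buffer or medium: HEPES pH 7.2 with CaCl2, KCl, NaCl, DTT, Triton; compound dosing: one concentration per compound; schedule: 5 min incubation before reading; benchmarks: neutral control DMSO, positive control TFP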
esBAF inh: inhibitors of esBAF chromatin remodeling in mouse ES cells; Bmi1-luciferase knock-in reporter, 24 h; 100% = twice the neutral-well signal; reporter increase, % at 12.5 µM; actives 2% (n = 350,000); AID 602393; in the data active = activation above about 40%;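 also: 0% = median of the plate's neutral control wells and 100% = double that signal; a rise in the Bmi1 reporter signal indicates esBAF inhibition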
SIRT5 inh: inhibitors of human sirtuin-5 desuccinylase | inhibition, % at 15 µM | Purified SirT5, succinyl-peptide AMC, trypsin-coupled fluorescence | AID 652115 | actives 1.1% (n = 330,000); in the data active = inhibition above about 15%
Target sequence (Q9NXA8 whole entry, looked up): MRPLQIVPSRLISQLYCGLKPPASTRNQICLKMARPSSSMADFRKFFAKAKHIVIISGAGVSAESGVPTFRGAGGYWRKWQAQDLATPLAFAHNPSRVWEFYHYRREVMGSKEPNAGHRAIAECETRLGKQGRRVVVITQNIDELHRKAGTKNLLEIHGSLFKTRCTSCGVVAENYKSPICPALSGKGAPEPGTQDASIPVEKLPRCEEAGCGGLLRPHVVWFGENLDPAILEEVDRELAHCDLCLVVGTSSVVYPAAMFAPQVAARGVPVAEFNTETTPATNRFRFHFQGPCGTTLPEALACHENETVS
* marks the source's active call; other numbers are inactive results; / = no result given; & = joins results of further samples. An excerpt; rates above refer to the full screens.

(1) COc1ccc(CN2CC(=O)N3[C@H]4c5ccccc5OC[C@@H]4[C@H](c4ccccc4)[C@]3(C)C2=O)cc1
(2) C[C@H]1CN([C@@H](C)CO)C(=O)c2c(c3ccccc3n2C)-c2ccccc2CO[C@H]1CN(C)S(=O)(=O)c1ccccc1C#N
(3) CCO[C@H]1OC(C(=O)O)=C[C@@H](C(C)(C)C)[C@@H]1CCCO
(4) O=C(C[C@H]1CC[C@@H]2[C@H](COC[C@@H](O)CN2Cc2cccc(Cl)c2)O1)NCC1CCCCC1
(5) Cc1ccc(-c2ccc([C@@H]3[C@H]4CN(C(=O)Nc5cccc(F)c5)CC(=O)N4[C@H]3CO)cc2)cc1
(6) CCOC(=O)N1CCN(C(=O)CSc2ncccn2)CC1

assay / compound,1,2,3,4,5,6
FN deposit inh,7,6,8,11,/,4
C2C12 statin,-4,7,7,23,/,0
LGR2 inh,16,-11,-5,-5,18,/
CASP6 VEID inh,1,1,5,/,1,/
S100A4 MyoIIA,6,5,0,/,2,/
esBAF inh,-3,-1,-4,1,/,1
SIRT5 inh,/,5,23*,/,7,/

(7) CCCCCCN1CCN(C2CN(C3CCCCC3)S(=O)(=O)C2)CC1 (stereo not given)
(8) COc1ccc(OC)c(C(=O)NC(CC(N)=O)c2ccc(N3CCC(N4CCCC4)CC3)c([N+](=O)[O-])c2)c1 (stereo not given)
(9) CCc1c(C)sc(NC(=O)C2CC(c3c(F)cccc3Cl)=NO2)c1C#N (stereo not given)
(10) CCN(C(=O)COC(=O)c1ccccc1OCc1ccc(Cl)cc1)C1CCS(=O)(=O)C1 (stereo not given)
(11) CCCN(CCC)C(=O)CSc1nc2c(sc(=S)n2-c2ccc(OCC)cc2)c(=O)[nH]1
(12) O=C(NC1CCCCC1)N1CC(=O)N2[C@H](CO)[C@H](c3ccc(-c4cccnc4)cc3)[C@@H]2C1

assay / compound,7,8,9,10,11,12
FN deposit inh,-2,15,5,-7,-2,2
C2C12 statin,0,0,5,5,/,/
LGR2 inh,-1,-8,1,/,2,1
CASP6 VEID inh,-5,-11,0,1,2,-2
S100A4 MyoIIA,2,-7,-7,-1,0,2
esBAF inh,-6,2,1,-5,/,/
SIRT5 inh,39*,-1,-1,/,5,-4

Another view of 2 compounds above:
10: CCN(C(=O)COC(=O)c1ccccc1OCc1ccc(Cl)cc1)C1CCS(=O)(=O)C1 (stereo not given)
- FN deposit inh: -7
- C2C12 statin: 5
- LGR2 inh: /
- CASP6 VEID inh: 1
- S100A4 MyoIIA: -1
- esBAF inh: -5
- SIRT5 inh: /
8: COc1ccc(OC)c(C(=O)NC(CC(N)=O)c2ccc(N3CCC(N4CCCC4)CC3)c([N+](=O)[O-])c2)c1 (stereo not given)
- FN deposit inh: 15
- C2C12 statin: 0
- LGR2 inh: -8
- CASP6 VEID inh: -11
- S100A4 MyoIIA: -7
- esBAF inh: 2
- SIRT5 inh: -1

Later entries
(13) C[C@@H]1CN([C@H](C)CO)C(=O)c2cccc(NC(=O)c3ccc(-c4nccs4)cc3)c2O[C@H]1CN(C)Cc1ccc(C(=O)Nc2ccccc2N)cc1
(14) COc1cccc(CNC(=O)[C@H]2CCCN2C(=O)[C@H]2CCCN2C(=O)c2ccc(F)cc2F)c1
(15) COc1cc(CNCc2cccs2)ccc1OCc1cccs1
(16) COc1ccc2c(c1)c(=O)oc1cc(O)ccc12
(17) Cc1onc(-c2ccccc2)c1NC(=O)Nc1c(-c2ccccc2)noc1C
(18) O=C(O)c1cc(NC(=O)c2ccc([N+](=O)[O-])cc2)cc(NC(=O)c2ccc([N+](=O)[O-])cc2)c1

assay / compound,13,14,15,16,17,18
FN deposit inh,/,4,-10,/,6,2
C2C12 statin,/,/,7,9,11,0
LGR2 inh,-4,-1,/,-5,/,19
CASP6 VEID inh,1,-2,/,-5,1,/
S100A4 MyoIIA,5,2,/,0,2,-1
esBAF inh,-3,/,15,17,-2,-11
SIRT5 inh,/,/,/,/,-1,1

Marked active in SIRT5 inh (from the list above):
item | Compound | LGR2 inh | CASP6 VEID inh | S100A4 MyoIIA | esBAF inh | SIRT5 inh
3 | CCO[C@H]1OC(C(=O)O)=C[C@@H](C(C)(C)C)[C@@H]1CCCO | -5 | 5 | 0 | -4 | 23*
7 | CCCCCCN1CCN(C2CN(C3CCCCC3)S(=O)(=O)C2)CC1 (stereo not given) | -1 | -5 | 2 | -6 | 39*

Additional records
(19) CSc1nnc(N2C(=O)C(O)=C(C(=O)c3ccco3)C2c2ccc(F)cc2)s1 (stereo not given)
(20) O=C(O)CCc1nn2c3ccccc3n(Cc3ccccc3F)c2nc1=O
(21) CN(c1ccc(OCC(=O)OCC(=O)c2c(N)n(C)c(=O)n(C)c2=O)cc1)S(=O)(=O)c1ccc2ccccc2c1
(22) Cc1cccc(NC(=O)CSc2nnc(NC(=O)C3CCC3)s2)c1
(23) COc1cc(C(=O)NCCOc2cc(C)ccc2C(C)C)cc(OC)c1OC
(24) COCCCNC(=O)c1ccccc1C(F)(F)F

assay / compound,19,20,21,22,23,24
FN deposit inh,-14,2,-6,14,-2,7
C2C12 statin,38,-3,-3,-4,6,1
LGR2 inh,-8,-41,21,-1,7,30
CASP6 VEID inh,12,/,4,-8,3,-1
S100A4 MyoIIA,-2,-22,-5,-1,-8,4
esBAF inh,30,9,-17,-5,-5,-3
SIRT5 inh,0,-11,11,-2,-3,-4

(25) C[C@H]1CN([C@@H](C)CO)C(=O)Cc2cc(NC(=O)Nc3ccc(C(F)(F)F)cc3)ccc2O[C@@H]1CN(C)CC1CC1
(26) O=C(CS(=O)(=O)c1ccc(F)cc1)N1CCN(c2ccccc2)CC1
(27) Cc1noc(C)c1NC(=O)N[C@H]1C=C[C@@H](CC(=O)N2CCN(C)CC2)O[C@@H]1CO
(28) O=C(NC1CCCCCCC1O)c1ccccc1 (stereo not given)
(29) Cc1ccsc1/C=N\NC(=O)c1ccc2c(c1)OCO2
(30) CCc1nc2ccc(C(=O)N3CCN(C(=O)c4ccco4)CC3)cn2c1N(CCC(C)C)CCN(C)C

assay / compound,25,26,27,28,29,30
FN deposit inh,/,-12,/,-2,-3,/
C2C12 statin,2,/,-6,1,/,-2
LGR2 inh,2,-27,14,10,/,-3
CASP6 VEID inh,0,2,0,-1,/,-4
S100A4 MyoIIA,-7,3,11,-16,-14,1
esBAF inh,-4,/,2,6,-2,-3
SIRT5 inh,-6,-3,-1,16*,/,/

(31) C=CCn1c(C)nnc1SCC(=O)c1c(N)n(C2CC2)c(=O)[nH]c1=O
(32) COc1ccc(-c2oc3ccc(N4CCOCC4)cc3c2C#Cc2ccc(N)cc2)cc1
(33) O=C(Nc1ccccc1N1CCOCC1)c1cccc(NS(=O)(=O)c2ccc(F)c(F)c2)c1
(34) Cc1cc(-c2nnc(CCC(=O)NCC(C)c3ccccc3)o2)no1 (stereo not given)
(35) COC(=O)[C@@H]1[C@@H](CO)[C@@H]2Cn3c(cccc3=O)[C@@H]2N1C(=O)C1CCC1
(36) N#Cc1cccc(S(=O)(=O)NNC(=O)C23CC4CC(CC(C4)C2)C3)c1

assay / compound,31,32,33,34,35,36
FN deposit inh,4,-1,-21,-5,/,8
C2C12 statin,-7,-33,10,/,24,-2
LGR2 inh,-21,-16,11,22,20,-7
CASP6 VEID inh,1,/,3,-9,10,-1
S100A4 MyoIIA,-2,/,2,1,9,10
esBAF inh,-6,-44,-3,/,4,-2
SIRT5 inh,1,/,1,-1,-1,-6

(37) O=C1CCCC/C1=C\Nc1ccc(C(=O)O)c(O)c1
(38) Cc1csc2c(=O)sc(NC(=O)c3ccco3)nc12
(39) CC(Sc1ccc(Cl)cc1)C(=O)NNC(=O)c1csc(N2CCOCC2)n1 (stereo not given)
(40) CCNC(=O)C[C@@H]1CC[C@H]2[C@@H](COC[C@H](O)CN2Cc2ccccc2F)O1
(41) Cc1cc(N2CCN(Cc3nc(-c4ccc(Cl)cc4)oc3C)CC2)cc(C)n1
(42) COc1ccc(S(=O)(=O)Nc2ccc3c(c2)CC(=O)N([C@@H](C)CO)C[C@H](C)[C@@H](CN(C)Cc2ccc(C(=O)Nc4ccccc4N)cc2)O3)cc1

assay / compound,37,38,39,40,41,42
FN deposit inh,-7,-18,1,1,1,8
C2C12 statin,8,/,/,1,-16,/
LGR2 inh,-6,4,-9,0,-3,24
CASP6 VEID inh,6,5,-2,-2,-9,-2
S100A4 MyoIIA,5,-5,-1,1,-3,3
esBAF inh,12,/,/,-7,10,/
SIRT5 inh,23*,3,3,-2,-6,9

(43) COc1ccc(C(=O)NC(=S)NNC(=O)c2ccc(O)cc2)cc1[N+](=O)[O-]
(44) COc1ccccc1C#Cc1cnc2c(c1)C(=O)N([C@H](C)CO)C[C@@H](C)[C@@H](CN(C)C(=O)c1ccc3c(c1)OCO3)O2
(45) CCCN(CC(=O)Nc1ccccc1C)C(=O)c1cc(=O)[nH]c2ccccc12
(46) COC(=O)CCCC1=CC2=C(c3ccccc3)C(=O)C(C)(OC(=O)C3CCCC3)C(=O)C2=CN1CC(C)C (stereo not given)
(47) Cc1c(Cl)cccc1NC(=O)CNC(=O)C1CCN(C(=O)Nc2ccccc2)CC1
(48) CC(C)=C1C(=O)NN(c2ccc(F)c(Cl)c2)C1=O

assay / compound,43,44,45,46,47,48
FN deposit inh,-1,19&-2,3,-1,0,/
C2C12 statin,0,0&-2,/,2,-1,-8
LGR2 inh,8,-7,-13,0,-3,-2
CASP6 VEID inh,6,1&-1,-1,11,-3,68*
S100A4 MyoIIA,2,0&-8,3,3,-5,-8
esBAF inh,-3,-9&3,/,-5,3,5
SIRT5 inh,-1,-1&-3,0,1,-1,5

(49) O=C(N[C@H]1C=C[C@@H](CC(=O)N2CCCCC2)O[C@@H]1CO)c1cccc(F)c1
(50) Cc1ccc(NC(=O)c2ccc(F)cc2F)cc1NS(C)(=O)=O
(51) O=C(c1ccncc1)N1CC2(C1)[C@@H](c1ccccc1)[C@H](CO)N2C(=O)CC1CC1
(52) CCCNC(=O)N(C)C[C@H]1Oc2ncc(C#Cc3ccccc3F)cc2C(=O)N([C@H](C)CO)C[C@H]1C
(53) COc1ccccc1-c1ccc([C@H]2[C@@H](C#N)N(C(=O)C3CCC3)[C@H]2CO)cc1
(54) Cc1noc(C)c1NC(=O)Nc1ccc2c(c1)C(=O)N(C)[C@@H]1CC[C@@H](CC(=O)NCc3ccc(Cl)cc3)O[C@@H]1CO2

assay / compound,49,50,51,52,53,54
FN deposit inh,/,-1,/,10,-1,6
C2C12 statin,-1,/,/,/,3,-13
LGR2 inh,-2,/,-4,10,-3,-4
CASP6 VEID inh,0,-1,/,0,1,2
S100A4 MyoIIA,1,1,-5,-3,4,-2
esBAF inh,-5,/,/,1,23,-2
SIRT5 inh,0,0,-3,0,2,0

(55) O=C(NC1CCC(=O)N(CCOc2ccccc2)CC1)OCc1ccccc1 (stereo not given)
(56) O=C1OC(NC(=O)c2ccccc2)C(N2CCOCC2)=C1Cl (stereo not given)
(57) CC(C)NC(=O)N1C[C@@H]2[C@H](c3ccccc31)[C@H](CO)N2C(=O)NC(C)C
(58) Cc1ccc(S(=O)(=O)N(C)C)cc1NC(=O)COc1cccc(-n2cnnn2)c1
(59) CCN(CC)c1ccc(C(=O)N/N=C/c2ccc(OC)cc2OC)cc1
(60) CC(=O)c1c(C)[nH]c(C(=O)NCCN2CCC(C)CC2)c1C
(61) CN(c1ccccc1)S(=O)(=O)c1cccc(NC(=O)CCNC(=O)c2ccc(Cl)cc2)c1
(62) CNC[C@@H]1OCCCC[C@H](C)Oc2ccc(NC(=O)c3ccccc3)cc2C(=O)N([C@H](C)CO)C[C@@H]1C

assay / compound,55,56,57,58,59,60,61,62
FN deposit inh,-5,9,/,3,-3,-7,-1,/
C2C12 statin,2,3,-40,-20,/,-115,-129,-10
LGR2 inh,-9,/,-5,-1,24,/,-4,8
CASP6 VEID inh,-2,/,-2,1,-3,/,6,-1
S100A4 MyoIIA,20,/,-6,3,3,/,0,14
esBAF inh,-1,-12,-4,-1,/,-4,-10,1
SIRT5 inh,/,/,/,2,-5,/,1,0

High-throughput results deposited in PubChem BioAssay by Broad Institute.
